Source: PubChem (Broad Institute)
BioA inh: inhibitors of Mycobacterium tuberculosis BioA enzyme | purified M. tuberculosis BioA enzyme, plate reader | inhibition, % at 9.99 µM | 360,000 compounds, 0.096% hits | AID 602481; in the data active = inhibition above about 40%
Numbers without * were called inactive. Only part of the results is shown; the hit share may differ from the screen's.

SMILES | BioA inh
CN1[C@@H]2c3ccc(-c4ccccc4F)c(=O)n3C[C@@H]2[C@@H](CO)[C@@H]1C(=O)NCC(F)(F)F | -1.3
C[C@@H](NC(=O)C[C@@H]1C[C@@H]2c3cc(NC(=O)C4CCC4)ccc3O[C@@H]2[C@@H](CO)O1)c1ccccc1 | -1.1
COCC(=O)N(C)C[C@H]1Oc2ncc(C#Cc3cccnc3)cc2C(=O)N([C@@H](C)CO)C[C@H]1C | -0.7
Cc1cc(C(=O)Nc2cccc3c2O[C@H](CN(C)CC2CC2)[C@@H](C)CN([C@@H](C)CO)C3=O)n(C)n1 | 0.0
C[C@H]1CN([C@@H](C)CO)C(=O)c2cc(-c3ccccc3)cnc2O[C@H]1CN(C)C(=O)c1ccccc1F | 0.1
C[C@@H]1CN([C@@H](C)CO)C(=O)Cc2cc(NC(=O)Nc3ccccc3)ccc2O[C@@H]1CN(C)Cc1ccc2c(c1)OCO2 | -3.0
O=C(C[C@@H]1C[C@H]2c3cc(NC(=O)C4CCC4)ccc3O[C@H]2[C@H](CO)O1)NCC1CC1 | 2.0
C[C@@H]1CN([C@@H](C)CO)C(=O)c2cc(-c3cncnc3)cnc2O[C@H]1CN(C)C(=O)Nc1ccc2c(c1)OCO2 | -0.2
O=C(NC[C@@H]1[C@H](c2ccccc2)[C@@H](CO)N1CC1CCCC1)c1cccnc1 | 3.9
COc1ccc(NC(=O)N(C)C[C@H]2Oc3ccc(NS(=O)(=O)c4ccc(OC)cc4)cc3C(=O)N([C@@H](C)CO)C[C@@H]2C)cc1 | -3.7
C[C@@H]1CN([C@H](C)CO)C(=O)c2cc(NC(=O)Nc3ccccc3)ccc2O[C@@H]1CN(C)C(=O)Nc1ccc2c(c1)OCO2 | 1.2
CCCN1[C@@H]2c3ccc(-c4cccc(OC)c4)c(=O)n3C[C@H]1[C@H](CO)[C@H]2C(=O)NCC | -2.7
O=C(NCc1ccccc1)[C@H]1[C@H](CO)[C@H]2Cn3c(cccc3=O)[C@H]2N1C(=O)C1CC1 | 0.1
CC(C)NC(=O)NCC[C@@H]1CC[C@H](NC(=O)c2ccc(F)cc2)[C@@H](CO)O1 | -1.6
C[C@H](CO)N1C[C@H](C)[C@H](CN(C)Cc2ccc(Cl)c(Cl)c2)Oc2ccc(NC(=O)C3CC3)cc2C1=O | -1.1
C/C=C/c1cnc2c(c1)C(=O)N([C@H](C)CO)C[C@@H](C)[C@@H](CN(C)S(=O)(=O)c1ccc(OC)cc1)O2 | 1.4
C[C@@H]1CN([C@H](C)CO)C(=O)c2cccc(NS(=O)(=O)c3ccc(Cl)cc3)c2O[C@H]1CN(C)C(=O)Nc1ccccc1 | -3.0
C[C@@H]1CN([C@@H](C)CO)C(=O)c2cc(NS(C)(=O)=O)ccc2O[C@@H](C)CCCCO[C@@H]1CN(C)C(=O)C1CCCCC1 | -1.2
CC(C)NC(=O)N(C)C[C@@H]1Oc2c(NC(=O)NC3CCCCC3)cccc2C(=O)N([C@@H](C)CO)C[C@@H]1C | 1.1
C[C@H]1CN([C@@H](C)CO)C(=O)c2cc(-c3ccc(C#N)cc3)cnc2O[C@@H]1CN(C)C(=O)Nc1ccc(F)cc1 | -1.7
C[C@@H]1CN([C@H](C)CO)C(=O)c2cc(-c3ccccc3F)cnc2O[C@H]1CN(C)C(=O)NC1CCCC1 | 1.5
C[C@H]1CCCCO[C@H](CN(C)C(=O)CCCN(C)C)[C@@H](C)CN([C@@H](C)CO)C(=O)c2cc(NC(=O)Nc3ccc4c(c3)OCO4)ccc2O1 | 1.5
COCC#Cc1ccc([C@@H]2[C@@H](CO)N3CCCCN(C(=O)NC4CCCC4)C[C@@H]23)cc1 | 1.2
C[C@H](CO)N1C[C@H](C)[C@@H](CN(C)C(=O)Nc2ccc3c(c2)OCO3)Oc2ccc(NC(=O)Nc3ccccc3)cc2C1=O | 0.9
CN(C)C(=O)c1cccc(-c2ccc3c(c2)[C@@H]2[C@@H](CCN2C(=O)C2CCCCC2)[C@H](CO)N3)c1 | 9.6
C[C@@H]1CN([C@H](C)CO)S(=O)(=O)c2ccc(C#CC(C)(C)O)cc2O[C@@H]1CN(C)Cc1ccncc1 | 29.0
CN(C)C(=O)[C@H]1[C@H](CO)[C@H]2Cn3c(ccc(C4=CCCC4)c3=O)[C@@H]1N2CC1CCOCC1 | -2.2
C[C@H](CO)N1C[C@H](C)[C@H](CN(C)Cc2ccc(C(=O)O)cc2)Oc2ccc(NS(=O)(=O)c3ccc(Cl)cc3)cc2C1=O | 2.1
O=C(NCC[C@@H]1CC[C@H](NS(=O)(=O)c2ccccc2)[C@@H](CO)O1)c1ccc2c(c1)OCO2 | 2.0
COc1cccc(S(=O)(=O)N[C@@H]2CC[C@@H](CCn3cc(-c4ccc(F)cc4)nn3)O[C@@H]2CO)c1 | 2.2
C[C@H](CO)N1C[C@H](C)[C@@H](CN(C)C(=O)CCC(F)(F)F)OCCCC[C@H](C)Oc2ccc(NC(=O)Cc3ccccc3)cc2C1=O | 0.1
Cc1ccc(S(=O)(=O)Nc2ccc3c(c2)C(=O)N([C@@H](C)CO)C[C@@H](C)[C@H](CN(C)C(=O)c2ccncc2)OCCCC[C@H](C)O3)cc1 | -0.6
Cc1noc(C)c1NC(=O)Nc1ccc2c(c1)C(=O)N([C@@H](C)CO)C[C@H](C)[C@@H](CN(C)S(=O)(=O)c1cn(C)cn1)O2 | 0.2
C[C@H]1CN([C@@H](C)CO)C(=O)c2cc(Br)cnc2O[C@H]1CN(C)S(=O)(=O)c1ccc(F)cc1 | -2.9
O=C(C[C@H]1C[C@@H]2c3cc(NC(=O)CC4CC4)ccc3O[C@@H]2[C@@H](CO)O1)NCC1CC1 | 1.0
CCCC#Cc1cnc2c(c1)C(=O)N([C@@H](C)CO)C[C@H](C)[C@@H](CN(C)C(=O)Nc1cccc(F)c1)O2 | 5.2
Cc1ccc(S(=O)(=O)N[C@H]2C=C[C@@H](CC(=O)NCCc3ccncc3)O[C@H]2CO)cc1 | 2.8
C[C@H]1CN([C@@H](C)CO)C(=O)CCCn2cc(nn2)CO[C@H]1CN(C)C | -1.1
C[C@@H]1CCCCO[C@H](CN(C)Cc2ccc(C(=O)O)cc2)[C@@H](C)CN([C@H](C)CO)C(=O)c2cc(NC(=O)Nc3ccc(F)cc3)ccc2O1 | -2.8
C[C@H](CO)N1C[C@H](C)[C@@H](CN(C)Cc2ccc(Oc3ccccc3)cc2)Oc2ccc(NC(=O)Cc3cn(C)c4ccccc34)cc2CC1=O | -2.9
C[C@@H]1CN([C@H](C)CO)C(=O)c2cc(NC(=O)c3ccncc3)ccc2O[C@@H]1CN(C)C(=O)NC1CCCCC1 | -2.3
Cc1noc(C)c1S(=O)(=O)N(C)C[C@@H]1Oc2ccc(NC(=O)C3CC3)cc2CC(=O)N([C@H](C)CO)C[C@@H]1C | -0.9
C[C@@H]1CCCCO[C@H](CN(C)C(=O)C2CCCCC2)[C@@H](C)CN([C@@H](C)CO)C(=O)c2cc(NC(=O)Cc3ccccc3)ccc2O1 | 1.4
O=C(Cc1ccncc1)NCC[C@@H]1CC[C@@H](NC(=O)C2CCOCC2)[C@H](CO)O1 | -0.1
CCNC(=O)[C@@H]1[C@@H](CO)[C@@H]2Cn3c(ccc(C4=CCCC4)c3=O)[C@H]1N2Cc1ccncc1 | 0.2
O=C(Cc1ccncc1)NCC[C@H]1CC[C@@H](NC(=O)Nc2ccc(Cl)cc2)[C@H](CO)O1 | -0.5
C[C@H](CO)N1C[C@H](C)[C@@H](CN(C)C(=O)Cc2ccccn2)Oc2ncc(C#CC3CC3)cc2C1=O | 2.2
CO[C@@H](CN(C)S(=O)(=O)c1ccccc1)[C@@H](C)CN(C(=O)Nc1ccccc1F)[C@H](C)CO | 1.2
CCC(=O)Nc1ccc2c(c1)C(=O)N(C)C[C@H](OC)[C@@H](C)CN(C(C)=O)[C@@H](C)CO2 | -1.5
COc1ccccc1CNC(=O)C[C@@H]1C[C@H]2c3cc(NC(=O)NC4CCCC4)ccc3O[C@H]2[C@@H](CO)O1 | 1.5
CCNC(=O)[C@H]1[C@H](CO)[C@H]2Cn3c(ccc(-c4ccc(F)cc4)c3=O)[C@@H]1N2C(=O)C1CC1 | -1.6
CC=Cc1ccc2n(c1=O)C[C@@H]1[C@@H](CO)[C@H](C(=O)NCC)N(C(=O)CC3CC3)[C@H]21 (mixture of isomers) | -2.4
CCC(=O)N1C[C@H](C)[C@H](OC)CN(C)C(=O)c2cc(NC(=O)Nc3cccc(F)c3)ccc2OC[C@H]1C | 8.5
CO[C@H](CN(C)Cc1cc(F)ccc1F)[C@H](C)CN(C(=O)Nc1ccc(C(F)(F)F)cc1)[C@H](C)CO | 2.4
Cc1noc(C)c1S(=O)(=O)Nc1ccc2c(c1)C(=O)N([C@@H](C)CO)C[C@H](C)[C@@H](CN(C)C(=O)c1ccncc1)OCCCC[C@H](C)O2 | 0.1
C[C@H](CO)N1C[C@H](C)[C@H](CN(C)Cc2ccc(F)cc2)Oc2ncccc2C1=O | 8.8
C[C@@H]1CN([C@H](C)CO)C(=O)c2cc(NS(=O)(=O)c3cn(C)cn3)ccc2O[C@@H](C)CCCCO[C@@H]1CN(C)S(C)(=O)=O | 4.2
CCC(=O)N(C)C[C@H]1Oc2cc(C#CCOC)ccc2S(=O)(=O)N([C@@H](C)CO)C[C@@H]1C | -1.3
CN1C(=O)c2cc(NC(=O)c3cccc(F)c3)ccc2OC[C@@H]2O[C@H](CC(=O)NCc3ccccc3Cl)CC[C@@H]21 | -0.4
CC(C)NC(=O)N(C)C[C@@H]1Oc2ncc(C#Cc3ccccc3F)cc2C(=O)N([C@H](C)CO)C[C@H]1C | -1.9

Another view of part of the listing above:
compound,BioA inh
CCNC(=O)[C@H]1[C@H](CO)[C@H]2Cn3c(ccc(-c4ccc(F)cc4)c3=O)[C@@H]1N2C(=O)C1CC1,-1.6
CC=Cc1ccc2n(c1=O)C[C@@H]1[C@@H](CO)[C@H](C(=O)NCC)N(C(=O)CC3CC3)[C@H]21 (mixture of isomers),-2.4
CCC(=O)N1C[C@H](C)[C@H](OC)CN(C)C(=O)c2cc(NC(=O)Nc3cccc(F)c3)ccc2OC[C@H]1C,8.5

Pulled by compound from the list above (five):
SMILES | BioA inh
C/C=C/c1cnc2c(c1)C(=O)N([C@H](C)CO)C[C@@H](C)[C@@H](CN(C)S(=O)(=O)c1ccc(OC)cc1)O2 | 1.4
O=C(C[C@@H]1C[C@H]2c3cc(NC(=O)C4CCC4)ccc3O[C@H]2[C@H](CO)O1)NCC1CC1 | 2.0
C[C@@H]1CN([C@H](C)CO)C(=O)c2cc(NC(=O)c3ccncc3)ccc2O[C@@H]1CN(C)C(=O)NC1CCCCC1 | -2.3
C[C@H]1CN([C@@H](C)CO)C(=O)CCCn2cc(nn2)CO[C@H]1CN(C)C | -1.1
CC=Cc1ccc2n(c1=O)C[C@@H]1[C@@H](CO)[C@H](C(=O)NCC)N(C(=O)CC3CC3)[C@H]21 (mixture of isomers) | -2.4

(more compounds)
SMILES | BioA inh
COC(=O)C[C@H]1CC[C@@H]2[C@H](COc3ccc(NC(=O)c4ccc(F)cc4)cc3C(=O)N2C)O1 | 1.6
C[C@@H]1CN([C@H](C)CO)C(=O)c2cc(C#Cc3ccccc3F)cnc2O[C@H]1CN(C)C(=O)C1CCC1 | -1.8
CC=Cc1ccc2n(c1=O)C[C@H]1[C@H](CO)[C@@H](C(=O)NCc3ccccc3)N(CCC(F)(F)F)[C@@H]21 (mixture of isomers) | 2.5
COc1ccc(S(=O)(=O)N(C)C[C@H]2OCCCC[C@@H](C)Oc3ccc(NS(=O)(=O)c4c(C)noc4C)cc3C(=O)N([C@H](C)CO)C[C@H]2C)cc1 | -0.2
CC(C)NC(=O)Nc1ccc2c(c1)C(=O)N([C@H](C)CO)C[C@H](C)[C@H](CN(C)S(=O)(=O)c1ccc(Cl)cc1)OCCCC[C@@H](C)O2 | 0.8
C[C@@H]1CN([C@H](C)CO)C(=O)Cc2cc(NC(=O)Cn3cnnn3)ccc2O[C@@H]1CN(C)Cc1ccc(C(F)(F)F)cc1 | 1.6
O=C(Nc1cccc(F)c1)N1CCCCN2[C@H](CO)[C@@H](c3ccc(C#CC4CC4)cc3)[C@@H]2C1 | 4.7
Cc1ccc(S(=O)(=O)Nc2ccc3c(c2)CC(=O)N([C@@H](C)CO)C[C@@H](C)[C@@H](CN(C)CC2CC2)O3)cc1 | -1.1
C[C@@H]1CN([C@H](C)CO)C(=O)c2cc(NC(=O)Nc3ccccc3)ccc2O[C@H]1CN(C)CC1CCCCC1 | -0.1
COc1ccc(CN(C)C[C@@H]2OCCCC[C@@H](C)Oc3ccc(NS(C)(=O)=O)cc3C(=O)N([C@@H](C)CO)C[C@@H]2C)cc1 | -1.8
CC(=O)N(C)C[C@@H]1Oc2cc(-c3ccccc3F)ccc2S(=O)(=O)N([C@H](C)CO)C[C@@H]1C | -0.4
Cc1noc(C)c1S(=O)(=O)N(C)C[C@@H]1Oc2ccc(NS(=O)(=O)c3cccs3)cc2C(=O)N([C@H](C)CO)C[C@@H]1C | -0.3
C[C@@H]1CCCCO[C@@H](CN(C)CC2CCCCC2)[C@@H](C)CN([C@@H](C)CO)C(=O)c2cc(NC(=O)CCCN(C)C)ccc2O1 | 2.1
C[C@H](CO)N1C[C@H](C)[C@@H](CN(C)C(=O)Nc2ccc(C(F)(F)F)cc2)Oc2ncc(C#C[C@@H](C)O)cc2C1=O | -1.4
COCC#Cc1cnc2c(c1)C(=O)N([C@@H](C)CO)C[C@H](C)[C@@H](CN(C)C(=O)Cc1cccnc1)O2 | 4.6
O=C(Nc1cc(F)ccc1F)N[C@H]1CC[C@H](CC(=O)N2CCc3ccccc3C2)O[C@@H]1CO | 0.4
CCC(=O)Nc1ccc2c(c1)OC[C@H](C)N(C(=O)C1CC1)C[C@H](C)[C@H](OC)CN(C)C2=O | 0.1
O=S(=O)(c1ccc(F)cc1)N1CCCCN2[C@@H](CO)[C@H](c3ccc(-c4ccccc4F)cc3)[C@@H]2C1 | -2.5
